# CAL PDZ FP-1: inhibitors of human CAL PDZ peptide binding. AID 504414. Q9HD26. 330,000 compounds, 0.02% hits. purified CAL PDZ, TMR-peptide fluorescence polarization, 1 h. inhibition, % at 20 µM;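 active = highest replicate inhibition of at least 40%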;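 note: plate controls were DMSO neutral control wells for no effect and unlabeled competitor peptide control wells for full effect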
#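 Read-out basis: mP drop reported as inhibition | Assay system: Tagged CAL PDZ protein CerCALP, purified | Benchmarks: Unlabelled peptide for full inhibition, DMSO wells as neutral | Schedule: 1 h incubation at room temperature before polarization reading | Buffer or medium: Sodium phosphate/NaCl buffer pH 7.4 with TCEP, IgG, Thesit | Doses: Single point, 20 µM | Measured by: Fluorescence polarization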
# C-LANA FP: blocks KSHV LANA C-terminal domain binding to DNA. inhibition, % at 9 µM. 340,000 compounds, 0.078% hits. MBP-C-LANA/FAM-LBS DNA binding, fluorescence polarization. AID 504423;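 active = highest replicate inhibition at or above 60% at 9 µM, even if other replicates fall short; inactive = all replicates below 60% inhibition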;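 note: 0% = neutral control wells and 100% = 4 µM acridine orange control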
# DAGLB inhibitor: blocks human DAGLB lipase activity; HEK293T DAGLB membrane lysate, EnzChek fluorogenic substrate; AID 504411; 340,000 compounds, 0.059% hits; inhibition, % at 5.17 µM; Q8NCG7; in the data active = inhibition above about 34%;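 note: 0% = enzyme with vehicle and 100% = wells lacking enzyme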
# Rtt109 Vps75: C. albicans Rtt109 histone acetyltransferase inhibition. purified Rtt109/Vps75, ThioGlo CoA-SH fluorescence, 4 h. 330,000 compounds, 0.16% hits. inhibition, % at 34.9 µM;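 active = inhibition of at least 50% in every replicate; inconclusive = best replicate reaches 50% inhibition but some replicates fall short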
# SR-BI uptake up: SR-BI HDL lipid transfer activation; CHO ldlA[mSR-BI] cells, DiI-HDL uptake fluorescence, 3 h; 100 = double the neutral-control signal; activation, % at 12.5 µM; 320,000 compounds, 0.096% hits; AID 504775;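 active = mean replicate activation of at least 60% and every replicate at or above 60%; inconclusive = mean or all-replicate condition met, but not both; inactive = mean below 60% and not all replicates reaching 60%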;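 note: 0% = median plate neutral-control signal and 100% = twice that signal; values of inactives mirror those of a sister screen read the other way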
#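 Assay system: LDL receptor-deficient CHO ldlA cells overexpressing murine SR-BI / Medium: BSA-supplemented, HEPES-buffered Ham's F12, pH 7.4 / Probe or stimulus: DiI-labelled HDL at 10 µg/mL final / Timing: compound with DiI-HDL co-incubation, 3 h at 37 °C / Technique: bottom-read cell fluorescence after medium removal, ex 550/em 595 nm / Measure: HDL uptake via cellular fluorescence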
# CAL PDZ FP-2: blocks peptide binding to the human CAL PDZ domain. Q9HD26. purified CAL PDZ, TMR-peptide fluorescence polarization, 1 h. inhibition, % at 24.9 µM. 300,000 compounds, 0.92% hits. AID 602252;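 active = mean inhibition of at least 30% with at least half of replicates also reaching 30%; inconclusive = no clear call, values can overlap the other calls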;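 note: 0% = DMSO neutral control and 100% = excess unlabeled competitor peptide PRC23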
# PKA-R2B activ: activators of human PKA-R2B complex; P22694+P31323; PKA-R2B holoenzyme dissociation, Cy5-IP20 fluorescence polarization; R2B truncated from residue 108, S112A mutant; 0% DMSO only, 100% 113 µM cGMP; activation, % at 11.4 µM; 340,000 compounds, 0.079% hits; AID 504700;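 active = activation above a cutoff set at the mean over all compounds plus 3 SD, cut at about 18% in these data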;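 note: higher means more holoenzyme dissociation and a rise in polarization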
# Target sequence (P31323 whole entry, looked up, other chains not shown, the tested form may be a part): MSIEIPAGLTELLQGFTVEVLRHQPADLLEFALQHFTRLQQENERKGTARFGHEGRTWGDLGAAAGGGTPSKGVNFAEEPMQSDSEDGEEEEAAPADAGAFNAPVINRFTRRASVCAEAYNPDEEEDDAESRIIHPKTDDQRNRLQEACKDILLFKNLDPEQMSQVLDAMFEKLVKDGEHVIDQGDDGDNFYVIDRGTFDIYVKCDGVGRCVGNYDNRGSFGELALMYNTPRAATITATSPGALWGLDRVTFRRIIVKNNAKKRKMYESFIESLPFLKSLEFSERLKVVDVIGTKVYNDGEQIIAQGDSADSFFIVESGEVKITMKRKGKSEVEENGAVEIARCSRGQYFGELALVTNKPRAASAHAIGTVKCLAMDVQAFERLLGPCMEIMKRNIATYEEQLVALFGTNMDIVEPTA
# RTF Ca sens inh: cardiac RTF calcium desensitization; P19429+P45379; IANBD-labeled cardiac RTF, Ca2+ fluorescence; inhibition, % at 7.15 µM; 340,000 compounds, 0.12% hits;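 active = inhibition above the mean inhibition of all tested compounds plus 3 SD, cut at about 17% in these data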;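 note: assay run at fixed EC70 calcium of 1.6 mM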
# RTF Ca sens act: cardiac RTF calcium sensitization; 340,000 compounds, 0.24% hits; P19429+P45379; activation, % at 7.2 µM; IANBD-labeled TnC RTF fluorescence at EC20 calcium; 0% EC20 calcium, 100% full calcium; AID 493008;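 active = activation above the mean over all tested compounds plus 3 SD, cut at about 30% in these data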;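 note: rise in fluorescence read as greater calcium sensitivity of cardiac thin filaments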
# Keap1-Nrf2 PPI: disrupts human Keap1 binding to Nrf2 peptide. Q14145. Keap1 Kelch-Nrf2 peptide fluorescence polarization, 1536-well. inhibition, % at 9.4 µM. 340,000 compounds, 0.15% hits. AID 504523; in the data active = inhibition above about 12%; inconclusive = no clear call, values can overlap the other calls; inactive = below about 7.3%;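 note: human Keap1 Kelch domain with fluorescein labeled Nrf2 9mer peptide probe; 0% = neutral control wells and 100% = peptide positive control; higher means more block of Keap1 binding to Nrf2 peptide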
# Target sequence (Q14145 whole entry, looked up, the tested form may be a part): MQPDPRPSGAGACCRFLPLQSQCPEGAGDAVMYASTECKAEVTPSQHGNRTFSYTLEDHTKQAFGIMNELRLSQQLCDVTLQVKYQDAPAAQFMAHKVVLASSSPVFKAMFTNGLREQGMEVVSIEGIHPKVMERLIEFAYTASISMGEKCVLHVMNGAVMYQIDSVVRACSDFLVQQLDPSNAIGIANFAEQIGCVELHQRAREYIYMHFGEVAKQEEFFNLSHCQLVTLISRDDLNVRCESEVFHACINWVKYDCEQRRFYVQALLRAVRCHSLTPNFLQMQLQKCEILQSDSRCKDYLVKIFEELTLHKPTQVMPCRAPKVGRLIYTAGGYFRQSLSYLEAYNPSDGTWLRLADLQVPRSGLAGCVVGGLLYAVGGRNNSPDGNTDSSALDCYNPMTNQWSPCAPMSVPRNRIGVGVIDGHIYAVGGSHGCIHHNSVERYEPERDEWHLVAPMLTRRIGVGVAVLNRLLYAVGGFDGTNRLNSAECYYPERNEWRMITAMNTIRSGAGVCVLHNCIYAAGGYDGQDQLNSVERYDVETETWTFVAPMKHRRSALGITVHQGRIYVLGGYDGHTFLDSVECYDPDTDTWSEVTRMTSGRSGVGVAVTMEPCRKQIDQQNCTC
# * hit, by the source's call; ? = inconclusive; nt = no result given.
SMILES,CAL PDZ FP-1,C-LANA FP,DAGLB inhibitor,Rtt109 Vps75,SR-BI uptake up,CAL PDZ FP-2,PKA-R2B activ,RTF Ca sens inh,RTF Ca sens act,Keap1-Nrf2 PPI
COc1ccc(S(=O)(=O)N(C)C[C@H]2Oc3c(NC(=O)Nc4ccc5c(c4)OCO5)cccc3C(=O)N([C@H](C)CO)C[C@@H]2C)cc1,-0.8,0.8,0,10,-17,1,-11,-5,0,-3
CCOCC(=O)Nc1sc2c(c1C(=O)OCC)CCCC2,0.4,1.3,-13,4,-22,-3,0,-1,-3,-8
Cc1cccc(C)c1NC(=O)C(C)c1ccc(-c2ccccc2)c(F)c1 (centres undefined),-1.4,0.7,-7,3,-25,2,-12,-3,4,-1
Cc1ccc(-c2cc(C(F)F)nc3sc4c(=O)[nH]cnc4c23)cc1,-0.5,-0.3,-1,-1,-9,1,-7,-8,2,-4
O=C(NC1CC2CCCC(C1)N2C(=O)Nc1ccc(Cl)c(C(F)(F)F)c1)C1CC1 (centres undefined),-0.7,-1.6,0,-5,nt,-3,0,5,-5,-1
O=C(COC(=O)c1ccc(Cl)nc1)Nc1ncc(Cl)cc1Cl,-0.7,0.8,-1,-14,-11,2,2,-9,6,-3
Cc1c(C(=O)Nc2ccc(S(=O)(=O)Nc3ncccn3)cc2)oc2ccc(F)cc12,-2.1,-2.7,-4,0,10,-3,1,-1,-2,-2
CC1CCN(C(=O)c2cc(S(=O)(=O)N3CCOCC3)ccc2N2CCCC2)CC1,-0.4,-1.2,1,6,12,nt,-12,1,-6,2
CN(C)CCNc1ccc(Cl)cc1[N+](=O)[O-],-0.1,3.7,3,-5,30,1,9,-3,-2,2
Cc1ccc(NC(=O)C2CC2C)cc1S(=O)(=O)N1CCOCC1 (centres undefined),-1.9,-1.0,2,2,-28,-2,-2,-2,2,-2
CN(C(=O)COC(=O)c1ccc(Cl)nc1)c1c(N)n(Cc2ccccc2)c(=O)[nH]c1=O,-0.2,0.8,-2,1,8,-5,0,-15,2,0
COc1cc2nc(CN3CCN(S(=O)(=O)c4ccc(C)c(C)c4)CC3)[nH]c(=O)c2cc1OC,0.3,1.3,0,8,4,1,-5,2,-3,-6
COc1cc2c(cc1OC)CN(c1nc(CN3CCCC3)nc3sc(C)c(C)c13)CC2,7.5,-4.9,-1,?,-23,-5,-2,-7,0,-1
COc1ccccc1NC(=O)c1nnn(CC(=O)Nc2cc(C)cc(C)c2)c1N,-1.9,2.1,-7,-4,-21,-2,2,-5,-1,1
CC(=O)n1cc([C@@H]2C=C(C(=O)NCc3ccccc3)O[C@H](OCc3ccc(CO)cc3)C2)c2ccccc21,-0.4,0.6,0,7,-13,-3,2,-7,4,-8
Cc1nc(SCC(=O)NC2CCCCC2C)nc(C)c1C (centres undefined),1.0,2.7,-4,0,22,1,0,4,5,2
O=C(N/N=C/c1oc(O)c2ccccc12)c1ccccc1,-3.1,1.5,1,-4,-25,4,0,-29,-1,2
CN(Cc1cccc(F)c1)C(=O)CSc1nnc(C2CC2)n1C1CC1,-1.9,-0.1,0,47,-1,-1,-2,1,5,-1
Cc1ccccc1Nc1c(-c2ccncc2)nc2ccc(Cl)cn12,0.6,-2.0,6,-5,nt,7,-1,-14,-6,-8
Cc1ccc(CCC(=O)Nc2ccc(N(C)C)cc2)o1,-2.0,-1.0,-6,-11,-14,-2,-2,-8,-4,-4
C=CCN(C(=O)CCC(=O)Nc1cc(C)on1)C(C(=O)NC1CCCC1)c1ccc(OC)cc1OC (centres undefined),-1.9,0.3,-1,1,nt,-6,-1,6,-6,-3
CCNc1nc(NCC)nc(OCCOC(=O)COc2ccc(Cl)cc2Cl)n1,-0.6,-0.1,-1,0,11,-3,5,-10,-4,-5
CCOC(=O)Cn1cc(C(=O)C(=O)N2CCOCC2)c2ccccc21,-2.4,-0.8,2,-4,2,-1,1,4,-4,1
O=S(=O)(c1ccccc1)N(F)S(=O)(=O)c1ccccc1,-0.5,-1.0,-4,1,-7,2,-5,-7,-6,0
COc1ccccc1Nc1nc(-c2ccc3c(c2)NC(=O)CO3)cs1,2.6,-0.1,6,nt,-78,-1,-7,-5,-4,-1

# A different layout for part of the listing above:
Cc1ccccc1Nc1c(-c2ccncc2)nc2ccc(Cl)cn12
- CAL PDZ FP-1: 0.6
- C-LANA FP: -2.0
- DAGLB inhibitor: 6
- Rtt109 Vps75: -5
- SR-BI uptake up: nt
- CAL PDZ FP-2: 7
- PKA-R2B activ: -1
- RTF Ca sens inh: -14
- RTF Ca sens act: -6
- Keap1-Nrf2 PPI: -8

Cc1ccc(CCC(=O)Nc2ccc(N(C)C)cc2)o1
- CAL PDZ FP-1: -2.0
- C-LANA FP: -1.0
- DAGLB inhibitor: -6
- Rtt109 Vps75: -11
- SR-BI uptake up: -14
- CAL PDZ FP-2: -2
- PKA-R2B activ: -2
- RTF Ca sens inh: -8
- RTF Ca sens act: -4
- Keap1-Nrf2 PPI: -4

# (next part)
SMILES,CAL PDZ FP-1,C-LANA FP,DAGLB inhibitor,Rtt109 Vps75,SR-BI uptake up,CAL PDZ FP-2,PKA-R2B activ,RTF Ca sens inh,RTF Ca sens act,Keap1-Nrf2 PPI
CC(C)[C@H](NC(=O)[C@@H]1CSC2c3ccccc3C(=O)N21)C(=O)NCc1ccncc1 (some centres undefined),-2.0,1.1,-2,-20,8,-5,-15,-10,3,-4
Cc1cc(NC(=O)CN2CCN(S(=O)(=O)c3ccc(Cl)cc3)CC2)no1,-2.1,2.8,1,-3,11,nt,1,-5,-1,-2
CC(C)N(Cc1nccn1C)C(=O)CC1C(=O)NCCN1Cc1ccc(F)c(F)c1 (centres undefined),-1.5,2.7,-2,6,5,-1,-1,-1,-1,1
COc1cc(C2NC(C(=O)O)Cc3c2[nH]c2ccccc32)cc(OC)c1OC (centres undefined),-2.5,0.9,2,-2,-2,-4,10,-9,0,-7
COc1cc(NC(=O)COC(=O)CCc2nc3ccccc3c(=O)[nH]2)cc(OC)c1,0.0,2.2,1,6,4,-2,-9,-3,-3,-7
Cc1cnc2cc(Cl)c(Cl)cc2n1,-2.0,0.3,1,5,41,-1,8,-7,10,-2
Cc1c(C=O)c2ccccn2c1C(=O)c1ccccc1Cl,-1.7,-3.0,0,3,-1,-3,-2,1,-2,-4
CCC(C)N(C(=O)CSc1nnc(C)n1C)C1CCS(=O)(=O)C1 (centres undefined),-1.9,1.2,-3,0,18,-3,-14,-13,0,-1
CCOc1cc(N2CCOCC2)c(OCC)cc1NC(=O)CN1C(=O)NC(CC(C)C)C1=O (centres undefined),-1.5,1.5,0,0,-55,-4,-11,-5,1,-3
CC(NC(=O)c1ccco1)C(=O)N1CCCCC1 (centres undefined),0.7,-1.0,0,-5,-3,-2,-11,0,-2,0
COc1ccc(Br)cc1CNC(=O)CCc1nc(-c2ccccc2F)no1,-1.2,2.9,-3,7,-12,-2,4,-6,1,-3
CCN(CC(=O)Nc1ccc(S(=O)(=O)N2CCOCC2)cc1)Cc1ccccc1,-2.7,-1.7,4,1,8,1,0,0,-7,-4
O=c1oc2ccccc2n1Cc1cccc(F)c1,-1.5,4.8,-5,-8,-4,4,5,-1,-3,-13
O=C(/C=C/c1ccc([N+](=O)[O-])cc1)OCC(=O)N1CCOCC1,-0.1,0.9,1,-2,-1,-4,-1,-5,-9,-2
CNS(=O)(=O)c1ccc(CCC(=O)N2CCOCC2)cc1,0.4,-5.8,0,1,3,3,1,-1,1,-1
COc1cc(NC(=O)c2cccnc2)c(Cl)cc1NC(=O)c1ccc(Cl)cc1,-2.2,-1.1,2,-6,-4,-1,3,-6,-3,-7
CC(C)NC(=O)CN1CCC(c2ccccc2)C(O)C1 (centres undefined),-1.5,0.3,-1,-4,-4,-8,-5,9,4,-3
Cc1ccc(C(C)C)c(OCC(O)CN2CCOCC2)c1 (centres undefined),-1.3,-1.9,0,nt,4,-2,-3,1,-1,0
CCOC(=O)CCCNC(=O)CSc1nc2ccc(OCC)cc2[nH]1,-1.2,-2.0,-2,15,8,0,-2,0,-1,1
Cc1ccc(NC(=O)CN2CCCCCC2)cc1Br,-1.5,-1.8,-2,16,16,-2,-4,1,5,-1
CCCc1cc(=O)[nH]c(SCC(=O)Nc2cccc(S(=O)(=O)N3CCOCC3)c2)n1,-0.8,-0.7,0,-3,-14,nt,0,-18,0,-5
COc1ccc(OC)c(Nc2nc(NCc3ccco3)c3ccccc3n2)c1,2.0,0.3,1,0,-13,-3,-10,-2,-1,2
OCCC1CN(Cc2ccc(Oc3ncccn3)cc2)CCN1CCc1ccccc1 (centres undefined),-1.0,1.5,-1,7,21,0,1,-5,9,-7
COc1ccc2[nH]cc(CCNS(=O)(=O)Cc3ccccc3)c2c1,-0.8,-1.0,2,-1,3,-3,-1,-6,-1,1
CCOC(=O)c1c(C)[nH]c(C2=NNC(=Nc3ccc(OCC)cc3)SC2)c1C,3.6,1.9,-8,3,-24,0,-9,-11,8,-6
CN(C)c1ccc(NC(=O)CN2C(=O)CC(c3ccccc3)=Nc3ccccc32)cc1,-1.6,-0.3,3,5,nt,-4,-14,-1,-8,3
O=C(OCc1ccc(Cl)cc1Cl)c1ccncc1,-1.9,-1.4,-4,-2,8,-4,-11,-4,-3,1
CCOc1ccc(NC(=O)c2cc3cc4ccc(OC)cc4nc3o2)cc1,-1.7,1.5,2,-8,-7,-5,4,-10,-8,-5

# Part of the list above with just PKA-R2B activ.
SMILES	PKA-R2B activ
CCN(CC(=O)Nc1ccc(S(=O)(=O)N2CCOCC2)cc1)Cc1ccccc1	0
O=c1oc2ccccc2n1Cc1cccc(F)c1	5
O=C(/C=C/c1ccc([N+](=O)[O-])cc1)OCC(=O)N1CCOCC1	-1
CNS(=O)(=O)c1ccc(CCC(=O)N2CCOCC2)cc1	1
COc1cc(NC(=O)c2cccnc2)c(Cl)cc1NC(=O)c1ccc(Cl)cc1	3
CC(C)NC(=O)CN1CCC(c2ccccc2)C(O)C1 (centres undefined)	-5
